Bioassay records (PubChem)
Nrf2 block = inhibitors of Nrf2 signaling. A549 ARE-Fluc reporter, luciferase luminescence, 18-24 h. AID 504444. Potency, µM (doses to about 46 µM), for the others: at the top dose activity change, negative = inhibition, most hits filed as inhibitors. 2.1% of 360,000 active; also: potency is read from the fitted curve at half-maximal effect; % is scaled to controls: 0 for no effect and ±100 for the full control effect; nearly all actives have a fitted effect of over 60% in size
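A549 ARE_Fluc cells (5000/well, 5% FBS OPTI-MEM) pre-incubated 2 h, then treated with compounds 18-24 h at 37C/5% CO2 in concentration-response. CellTiter-Fluor viability read first; BugLite luciferase luminescence after 15 min at room temperature gives Nrf2 activity.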
TGFb inhibitor = TGF-b pathway inhibition; HepG2 CAGA-GFP TGF-b/SMAD3 reporter, GFP fluorescence, 18 h; TGF-beta stimulated, 500 pg/mL final; Potency, µM (top dose mostly 46.1 µM), without a hit: at the highest dose activity, negative = inhibition, actives largely listed as inhibitors; 1.2% of 410,000 active; also: potency is read from the fitted curve at half-maximal effect; % is scaled to controls: 0 for no effect and ±100 for the full control effect; nearly all actives have a fitted effect of over 65% in size
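Per well, imaged GFP fluorescence of HEPG2 CAGA-GFP cells gives the signal; cells get compound, then TGF-beta (500 pg/mL final), 18 h at 37 degrees C; %Activity versus -TGF-beta and +DMSO controls.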
MmCpn inh = inhibitors of Methanococcus maripaludis chaperonin (MmCpn); 0.031% of 330,000 active; purified Mm-Cpn ATPase, ADP Transcreener TR-FRET; AID 504842; Potency, µM (highest dose often 76.9 µM), inactives show top-dose activity, negative = inhibition, most hits filed as inhibitors; also: potency is read from the fitted curve at half-maximal effect; % is scaled to controls: 0 for no effect and ±100 for the full control effect; nearly all actives have a fitted effect of over 80% in size
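Measured: ADP formation by purified Mm-CPN. Conditions: 25 nM protein, 10 uM ATP, Tris pH 7.4 with Mg2+, K+ and DTT, 37°C for 30 min. Detection: Transcreener HTRF after 30 min at room temperature.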
pAkt inh = blocks phosphorylation of Akt; Neuro2A IGF-stimulated pAkt S473 HTRF, 20 min; active compounds read low; activity change, % for hits at 50 µM; 0.32% of 360,000 active; AID 651550; in the data active = activity change below about -80%; inconclusive = mostly about -51% to -80%; also: % is scaled to controls: 0 for no effect and ±100 for the full control effect
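Neuro2A cells (4,500/well, DMEM with 0.5% FBS) were treated with compound at a single 50 µM final concentration, stimulated with 6 nM IGF for 20 min at 37 °C, and lysed. Phospho-Akt Ser473 was read by HTRF as 665/615 ratio ×10^4.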
EPAC2 agonist = activates human EPAC2 exchange factor; Potency, µM (series often up to 154 µM), for inactives: at the top dose activation, most hits filed as activators; 0.079% of 360,000 active; AID 720711; EPAC2 activation, biochemical qHTS; response scale: 100% = 6.5 mM cAMP response; Q8WZA2; also: potency is read from the fitted curve at half-maximal effect; nearly all actives have a fitted effect of over 50% in size
Target sequence (Q8WZA2 whole entry, looked up): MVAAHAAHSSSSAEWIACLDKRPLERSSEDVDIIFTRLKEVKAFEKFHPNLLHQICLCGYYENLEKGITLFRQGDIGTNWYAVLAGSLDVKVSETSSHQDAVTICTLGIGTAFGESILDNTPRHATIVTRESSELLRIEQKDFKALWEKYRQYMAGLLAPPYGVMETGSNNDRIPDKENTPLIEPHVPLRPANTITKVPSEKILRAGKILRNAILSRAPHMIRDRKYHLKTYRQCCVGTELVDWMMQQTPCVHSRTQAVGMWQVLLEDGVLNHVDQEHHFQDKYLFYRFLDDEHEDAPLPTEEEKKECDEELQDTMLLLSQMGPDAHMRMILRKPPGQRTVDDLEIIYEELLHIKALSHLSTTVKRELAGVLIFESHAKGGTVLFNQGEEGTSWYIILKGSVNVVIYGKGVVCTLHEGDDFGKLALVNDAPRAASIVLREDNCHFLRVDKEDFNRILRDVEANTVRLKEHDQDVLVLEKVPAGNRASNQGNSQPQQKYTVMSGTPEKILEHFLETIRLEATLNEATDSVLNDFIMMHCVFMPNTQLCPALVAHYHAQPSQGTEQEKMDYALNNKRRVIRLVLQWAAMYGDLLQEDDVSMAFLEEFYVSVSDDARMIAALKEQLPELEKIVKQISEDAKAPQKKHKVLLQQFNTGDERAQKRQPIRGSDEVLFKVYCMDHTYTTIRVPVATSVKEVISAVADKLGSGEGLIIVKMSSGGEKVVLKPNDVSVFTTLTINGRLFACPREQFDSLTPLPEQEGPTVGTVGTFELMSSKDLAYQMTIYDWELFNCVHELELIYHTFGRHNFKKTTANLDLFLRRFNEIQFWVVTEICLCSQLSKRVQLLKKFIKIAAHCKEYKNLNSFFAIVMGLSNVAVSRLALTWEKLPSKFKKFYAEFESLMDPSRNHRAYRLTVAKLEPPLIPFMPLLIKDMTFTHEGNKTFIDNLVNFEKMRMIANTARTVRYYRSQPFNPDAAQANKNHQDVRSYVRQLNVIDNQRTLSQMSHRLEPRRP
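Readout is BODIPY fluorescence (480 nm excitation, 540 nm emission), which falls as labeled GDP is exchanged off Rap1B. EPAC2 at 100 nM acted on 250 nM RAP1B-BODIPY-GDP with 50 uM GDP present.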
CCT chaperon mod = cytosolic chaperonin activity modulation. purified chaperonin ATPase assay, HTRF ADP detection, 30 min. activity change, % (no concentration beside the values), hits read low. 0.3% of 360,000 active. AID 651819; in the data active = activity change below about -30%; also: % is scaled to controls: 0 for no effect and ±100 for the full control effect
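Nucleotide hydrolysis assay: TRiC at 20–40 nM final (set by batch activity) with 10 uM ATP, 30 min at 37 °C, in presence of 76 uM compound. Detection by competitive ADP HTRF, 30 min ambient.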
Nrf2 activator = activates Nrf2 signaling; AID 624171; 0.31% of 410,000 active; AREc32 ARE-luciferase reporter (MCF7-derived line), luminescence, 24 h; Potency, µM (top dose mostly 46.1 µM), inactives show at the highest dose activation, usual class: activators; also: potency is read from the fitted curve at half-maximal effect; % of control where 0% means no effect; nearly all actives have a fitted effect of over 65% in size
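AREc32_Fluc, 1000 cells/well, OPTI-MEM + 5% FBS, o/n 37 deg C 5% CO2; 23 nL cpd by pin tool, 24 hr; Steady-Glo 30 min RT, luminescence.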
EPAC2 antagonist = antagonists of human EPAC2; Q8WZA2; 0.18% of 360,000 active; Potency, µM (series often up to 114 µM), for the others: at the highest dose activity, negative = inhibition, most hits filed as inhibitors; EPAC2 GEF exchange of Rap1B-BODIPY-GDP, fluorescence; also: potency is read from the fitted curve at half-maximal effect; % is scaled to controls: 0 for no effect and ±100 for the full control effect; nearly all actives have a fitted effect of over 45% in size; many of its hits are not listed in these tables
A549 tox = A549 cytotoxicity, counter-screen for Nrf2 inhibitors. A549 ARE-Fluc cells, CellTiter-Fluor viability, 18-24 h. Potency, µM (top dose mostly 46 µM), without a hit: top-dose activity change, negative = cytotoxicity, actives largely listed as inhibitors. 0.16% of 390,000 active; also: potency is read from the fitted curve at half-maximal effect; % is scaled to controls: 0 for no effect and ±100 for the full control effect
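A549 ARE-Fluc cells in 5% FBS OPTI-MEM, 5000 cells/well, rested 2 h then exposed to compounds in concentration-response for 18-24 h at 37 °C. Viability by CellTiter-Fluor fluorescence (Ex 405/Em 525) after 30 min; luciferase luminescence (BugLite, 15 min, RT) read afterwards.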
Active calls of the source: *; i = inactive; ? = inconclusive; · = no result given; [ ] = remark or other dose. Unless noted, calls follow the shape of the dose curve; as a rule, active = well fitted curve in the direction sought with a large enough effect; inconclusive = small, poorly fitted or top-dose-only effect, or another doubt; inactive = no such curve, though single readings can be large; an effect the other way counts as inactive or inconclusive. These rows are one share of the data. The share of hits here may be higher or lower than overall.

SMILES	Nrf2 block	TGFb inhibitor	MmCpn inh	pAkt inh	EPAC2 agonist	CCT chaperon mod	Nrf2 activator	EPAC2 antagonist	A549 tox
COc1ccc(CNC(=O)c2c(-c3cc(Cl)c(OC)c(Cl)c3)noc2C)cc1	-6%	1%	-3%	i	-3%	-0.4	-0.3%	4%	1%
Cn1nnnc1SCCCNCc1cc(Cl)ccc1OCc1ccccc1F	-27%	-20%	·	·	·	·	0.2%	·	-14%
CC(C)c1ccccc1NC(=O)Nc1nc(C(N)Cc2ccc(C(F)(F)F)cc2)cs1 (stereo not drawn)	·	11µM*	·	i	-6%	0.3	-4.0%	2%	·
O=C(N/N=C/c1ccc2ccccc2c1)c1ccc(COc2ccc3c(c2)CCC3)o1	-24%	-9%	0%	i	4%	-0.2	0.2%	-7%	-6%
Cc1cccc(C)c1-n1nnnc1C(c1cc2ccccc2o1)N1CCN(C/C=C/c2ccccc2)CC1 (stereo not drawn)	·	?	·	i	3%	-1.4	4.1%	7%	·
N#CCCN(C(=O)c1ccco1)c1ccccc1	11%	7%	0%	i	6%	-2.6	0.2%	26%	0%
CSCCC(NC(=O)c1cccc([N+](=O)[O-])c1)C(=O)OCC(=O)N1CCCC1=O (stereo not drawn)	10%	-3%	-7%	i	0%	-1.4	-0.3%	0%	0%
COc1ccc(C2CC(c3ccc(C)cc3)Nc3nc(N)nn32)cc1 (stereo not drawn)	3%	0%	1%	i	1%	0.0	2.3%	7%	12%
Cc1cn(-c2ccc(Br)cc2)[nH]c1=O	-3%	-3%	-1%	i	8%	0.9	2.6%	3%	0%
O=C(NCCO)c1ccc(-c2nnc(Nc3ccc(OC(F)(F)Cl)cc3)c3ccccc23)cc1	?	11µM*	·	·	·	·	-4.7%	·	-5%
CCCCCCCCOC(=O)CCn1[nH]c(=O)c2ccccc2c1=O	-1%	-26%	-7%	i	5%	-2.6	0.4%	-4%	-4%
Cc1cc(C(F)(F)F)nn1-c1nc(-c2ccco2)cc(C(F)(F)F)n1	·	6%	-1%	·	-2%	-15	8.2%	2%	-1%
CSc1ccccc1NC(=O)COC(=O)c1ccccc1O	2%	5%	-4%	i	-5%	1.0	0.4%	-1%	-11%
CCOc1cc(C2C(C(=O)N3CCCCC3)=C(C)NC3=C2C(=O)CCC3)cc(Br)c1O (stereo not drawn)	-3%	3%	-3%	i	9%	0.4	-0.7%	-5%	-1%
CCOc1ccccc1NC(=O)CN(C)S(=O)(=O)c1cccc2nsnc12	7%	0%	-2%	i	8%	-2.1	-0.5%	3%	14%
O=C1Nc2ccc(S(=O)(=O)NCC3CCCO3)c3cccc1c23 (stereo not drawn)	0%	15%	-2%	i	-1%	1.7	7.2%	4%	23%
CC(C)C(=O)Nc1ccc(S(=O)(=O)Nc2ccccn2)cc1	-12%	-7%	4%	i	5%	-4.1	0.5%	5%	-2%
NC1(C#Cc2ccc3oc(=O)c(-n4cc(C5(O)CCCCC5)nn4)cc3c2)CCCCC1	9%	-3%	0%	i	-3%	-1.2	0.1%	0%	-8%
CC(C)Cn1c(N)c(C(=O)COC(=O)c2ccc(O)cc2O)c(=O)n(C)c1=O	?	-39%	0%	i	3%	-0.3	-0.3%	-1%	-6%
Cc1ccsc1C(C(=O)NC1CCCCC1)N(C(=O)Cc1cccs1)C1CC1 (stereo not drawn)	-7%	-20%	0%	i	0%	-3.0	-0.4%	-1%	-5%
O=C(C1CCN(S(=O)(=O)c2ccccc2)CC1)N1CCN(Cc2ccccc2)CC1	-11%	-17%	0%	i	0%	-1.5	-0.1%	-3%	-5%
Cc1cc(C(=O)c2ccccc2)cc(C)c1O	16%	3%	·	i	-1%	-0.7	0.0%	13%	1%
Cc1ccc(-c2nn(-c3ccccc3)cc2C=O)o1	-4%	-7%	0%	i	6%	-5.0	13%	-14%	4%
COc1ccc(-c2csc(NC(=O)c3c(OC)cccc3OC)n2)cc1	?	5%	?	i	13%	1.2	0.0%	6%	9%

Not a retest: an excerpt of the list.
SMILES	Nrf2 block	TGFb inhibitor	MmCpn inh	pAkt inh	EPAC2 agonist	CCT chaperon mod	Nrf2 activator	EPAC2 antagonist	A549 tox
CCOc1cc(C2C(C(=O)N3CCCCC3)=C(C)NC3=C2C(=O)CCC3)cc(Br)c1O (stereo not drawn)	-3%	3%	-3%	i	9%	0.4	-0.7%	-5%	-1%
CCOc1ccccc1NC(=O)CN(C)S(=O)(=O)c1cccc2nsnc12	7%	0%	-2%	i	8%	-2.1	-0.5%	3%	14%
O=C1Nc2ccc(S(=O)(=O)NCC3CCCO3)c3cccc1c23 (stereo not drawn)	0%	15%	-2%	i	-1%	1.7	7.2%	4%	23%
CC(C)C(=O)Nc1ccc(S(=O)(=O)Nc2ccccn2)cc1	-12%	-7%	4%	i	5%	-4.1	0.5%	5%	-2%
NC1(C#Cc2ccc3oc(=O)c(-n4cc(C5(O)CCCCC5)nn4)cc3c2)CCCCC1	9%	-3%	0%	i	-3%	-1.2	0.1%	0%	-8%
CC(C)Cn1c(N)c(C(=O)COC(=O)c2ccc(O)cc2O)c(=O)n(C)c1=O	?	-39%	0%	i	3%	-0.3	-0.3%	-1%	-6%
Cc1ccsc1C(C(=O)NC1CCCCC1)N(C(=O)Cc1cccs1)C1CC1 (stereo not drawn)	-7%	-20%	0%	i	0%	-3.0	-0.4%	-1%	-5%
O=C(C1CCN(S(=O)(=O)c2ccccc2)CC1)N1CCN(Cc2ccccc2)CC1	-11%	-17%	0%	i	0%	-1.5	-0.1%	-3%	-5%
Cc1cc(C(=O)c2ccccc2)cc(C)c1O	16%	3%	·	i	-1%	-0.7	0.0%	13%	1%
Cc1ccc(-c2nn(-c3ccccc3)cc2C=O)o1	-4%	-7%	0%	i	6%	-5.0	13%	-14%	4%
COc1ccc(-c2csc(NC(=O)c3c(OC)cccc3OC)n2)cc1	?	5%	?	i	13%	1.2	0.0%	6%	9%

The list continues:
SMILES	Nrf2 block	TGFb inhibitor	MmCpn inh	pAkt inh	EPAC2 agonist	CCT chaperon mod	Nrf2 activator	EPAC2 antagonist	A549 tox
Cc1nc2ccc(NC(=O)C3CCCCC3)cc2s1	?	-5%	4%	i	1%	4.7	4.9%	-13%	10%
COc1cc(OC)c(OC)cc1/C=N/NC(=O)C[n+]1ccccc1	-6%	-7%	0%	i	-3%	-2.8	-0.5%	-2%	-5%
Cc1ccc(COc2ccsc2C(=O)NN)cc1	?	-2%	-3%	i	11%	-2.6	4.6%	-6%	1%
Fc1ccc(C(c2nnnn2Cc2cccs2)N2CCN(C3CCCCC3)CC2)cc1 (stereo not drawn)	10%	-4%	1%	i	-2%	-0.5	0.1%	13%	-20%
COc1ccc(-c2nc(N)n[nH]2)cc1	2%	-5%	0%	i	-8%	0.3	0.6%	7%[57.1 µM]	-10%
O=C(CN1C(=O)COc2ccc(S(=O)(=O)N3CCCCCC3)cc21)NCCc1ccccc1	-1%	-28%	·	·	·	·	-0.2%	·	-6%
COc1cc(OC)c(NC(=O)c2nnn(Cc3ccc(C)cc3)c2N)cc1Cl	-13%	-29%	·	·	·	·	3.1%	·	-10%
CC[C@@]1(C(=O)OC)N[C@H](CN(C)C(=O)Nc2ccc(C(F)(F)F)cc2)[C@@H]2C(=O)N(C)C(=O)[C@@H]21	14%	-6%	0%	i	-18%	0.8	-0.4%	-12%	-11%
COc1cc(C(=O)COC(=O)c2cnc(C)cn2)ccc1OC(F)F	15%	5%	-1%	i	-4%	1.2	0.2%	14%	1%
COC(=O)c1ccc2c(=O)n(Cc3ccco3)c(SCC(=O)Nc3ccccc3Cl)nc2c1	-27%	0%	0%	i	-6%	0.0	-0.4%	7%	-11%
Cc1cc(Br)ccc1SCC(=O)OCC(=O)NCc1ccc2c(c1)OCO2	8%	15%	2%	i	17%	-2.8	-0.5%	-13%	1%
COc1ccc(CNC(=O)CCc2cn(C)c3ccccc23)cc1	5%	-10%	·	·	·	·	0.4%	·	13%
CCn1cc2nc(SCC(=O)Nc3ccc(OC)cc3OC)n(Cc3ccc(OC)cc3)c(=O)c2n1	?	-2%	-1%	i	8%	0.2	-0.1%	1%	-10%
CCOC(=O)Nc1ccc2c(COC(=O)CNS(=O)(=O)c3ccc(NC(C)=O)cc3)cc(=O)oc2c1	16%	-3%	-9%	i	-2%	-8.7	0.1%	15%	-5%
Cc1ccc(NC(=O)CN(C)S(=O)(=O)c2ccc(Br)s2)cc1F	-11%	?	0%	i	-4%	-1.9	2.6%	1%	-1%
CNC(=O)c1c(NC(=O)CS(=O)(=O)c2ccc(F)cc2)sc(C)c1C	-21%	-5%	3%	i	5%	-0.6	0.3%	7%	-14%
CS(=O)(=O)c1ccc(Nc2nc(C(N)c3ccccc3Cl)cs2)cc1 (stereo not drawn)	·	?	·	i	1%	0.2	3.8%	1%	·
CCN1C(=O)C2CCCCN2c2ccc(C(=O)NCCOC)cc21 (stereo not drawn)	1%	-2%	-1%	i	-9%	-0.7	7.4%	3%	-1%
COc1ccccc1C(=O)Nc1cccc(NC(=O)c2ccccc2OC)n1	0%	-45%	0%	i	3%	-1.8	2.4%	-2%	2%
CCn1nnnc1SCC(=O)c1ccc2c(c1)OCCO2	6%	0%	-3%	-104%*	-4%	-6.5	2.4%	12%	-4%

3 compounds from above, arranged by the number in CCT chaperon mod, descending:
| smiles | CCT chaperon mod |
| --- | --- |
| CNC(=O)c1c(NC(=O)CS(=O)(=O)c2ccc(F)cc2)sc(C)c1C | -0.6 |
| CCN1C(=O)C2CCCCN2c2ccc(C(=O)NCCOC)cc21 (stereo not drawn) | -0.7 |
| Cc1ccc(NC(=O)CN(C)S(=O)(=O)c2ccc(Br)s2)cc1F | -1.9 |
